Screening data as filed in PubChem BioAssay.
HT1080NT lethal: kills 2HG-producing HT-1080-NT fibrosarcoma cells | HT-1080-NT fibrosarcoma viability, CellTiter-Glo ATP luminescence, 48 h | Potency, µM (top dose mostly 46.1 µM), without a hit: top-dose activity, negative = less viability, most hits filed as cytotoxic | hit rate 1.6% among 360,000;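 further: NT is the 2HG producing partner of a matched IDH1 knockdown line; 0% = DMSO-treated cells and -100% = media-only wells without cells; nearly all actives have a fitted effect of over 55% in size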
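Viability of the 2HG-overproducing fibrosarcoma line after 48 hours of compound exposure at 37 degrees C was determined by luminescence with CellTiter-Glo, and concentration-effect curves were then fitted and categorized.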
HEK293 tox: cytotoxicity in counter-screen for GLP-1R inverse agonists; HEK293 cAMP-luciferase reporter cells, luminescence, 24 h; Potency, µM (doses to about 38.3 µM), for the others: top-dose activity change, negative = inhibition, usual class: inhibitors; hit rate 0.13% among 410,000; AID 624418;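 further: loss of luciferase light is scored as toxicity; on the % scale 0 is the no-effect control and ±100 the full control effect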
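MLSMR compounds, 24 hr on cells at 37 deg C/5% CO2; luminescence after luciferase reagent (12 min RT). Inhibition counted as the undesired cytotoxic outcome.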
SW480 rereplic: induces DNA re-replication in SW480 colon adenocarcinoma cells; hit rate 1.8% among 340,000; SW480 DNA re-replication, Hoechst DNA content imaging, 48 h; AID 624297; Potency, µM (series often up to 46.1 µM), without a hit: at the highest dose re-replication activation, actives largely listed as activators; further: % of control where 0% means no effect; nearly all actives have a fitted effect of over 55% in size
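Quantitative HTS format with DMSO vehicle controls; 48 hr drug incubation at 37 C, then 40 min Hoechst staining and scanning imager measurement at 405 nm excitation.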
GLP-1R inv ag: acts as inverse agonist at human GLP-1 receptor; Potency, µM (titrated, usually from 38.3 µM), for the others: top-dose activity change, negative = inhibition, most hits filed as inhibitors; hit rate 1.6% among 410,000; AID 624417; HEK293 GLP-1R CRE-luciferase, luminescence, 24 h; GLP-1R form is constitutively active; further: on the % scale 0 is the no-effect control and ±100 the full control effect; nearly all actives have a fitted effect of over 55% in size
Target sequence (P43220 whole entry, looked up): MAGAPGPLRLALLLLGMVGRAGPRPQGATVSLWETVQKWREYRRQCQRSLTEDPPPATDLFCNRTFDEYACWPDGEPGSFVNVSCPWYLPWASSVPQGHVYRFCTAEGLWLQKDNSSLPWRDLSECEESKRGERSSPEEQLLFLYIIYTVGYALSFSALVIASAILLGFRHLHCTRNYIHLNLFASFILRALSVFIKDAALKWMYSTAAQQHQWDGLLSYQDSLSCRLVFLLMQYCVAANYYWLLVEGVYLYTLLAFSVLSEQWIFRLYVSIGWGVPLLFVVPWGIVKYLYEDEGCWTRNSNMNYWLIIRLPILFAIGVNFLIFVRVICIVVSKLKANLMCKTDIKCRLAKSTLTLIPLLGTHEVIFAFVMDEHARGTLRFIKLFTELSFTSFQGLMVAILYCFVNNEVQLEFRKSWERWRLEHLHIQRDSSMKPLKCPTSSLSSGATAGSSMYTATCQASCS
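Inverse agonists were sought by their lowering of basal cAMP reporter luciferase output in HEK293 cells stably carrying constitutively active human GLP-1R, after 24 h compound treatment.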
KB-3-1 tox: kills parental KB-3-1 adenocarcinoma cells. Potency, µM (doses to about 46.1 µM), inactives show at the top dose activity change, negative = cytotoxic, actives largely listed as cytotoxic. KB-3-1 viability, CellTiter-Glo ATP luminescence, 72 h. AID 1347075. hit rate 1.4% among 400,000; further: on the % scale 0 is the no-effect control and ±100 the full control effect; nearly all actives have a fitted effect of over 60% in size
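72 h, 37 °C compound treatment of KB-3-1 parental cells; CellTiter-Glo added, 10 min, luminescence read. Data corrected against DMSO-only plates and normalized before curve fitting.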
KB-V1 MDR tox: kills drug-selected multidrug resistant KB-V1 cells; KB-V1 MDR cells viability, CellTiter-Glo, 72 h; Potency, µM (doses to about 46.1 µM), inactives show top-dose activity change, negative = cytotoxicity, most hits filed as cytotoxic; hit rate 3.4% among 400,000; AID 1347076; further: on the % scale 0 is the no-effect control and ±100 the full control effect; nearly all actives have a fitted effect of over 60% in size
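KB-V1 MDR subline cells in DMEM (phenol-red free, 10% FBS) exposed to compounds in qHTS concentration series for 72 h at 37 degrees C. Viability read by CellTiter-Glo luminescence; concentration-effect curves fitted after normalization and correction.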
HT1080 IDH1KD tx: toxicity to HT-1080 IDH1 knockdown cells (counter line). Potency, µM (titrated, usually from 46.1 µM), inactives show at the highest dose activity, negative = toxicity, actives largely listed as cytotoxic. hit rate 2% among 360,000. AID 686971. HT-1080 IDH1 knockdown viability, ATP luminescence, 48 h;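 further: 0% = DMSO wells and -100% = cell-free medium wells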
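In this qHTS, HT-1080 cells depleted of IDH1 are exposed for 48 h at 37 °C to compound titrations. Toxicity is scored from CellTiter-Glo luminescence, with DMSO as full viability and medium alone as none.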
GLP1R ag: activates the human GLP-1 receptor; hit rate 0.007% among 380,000; HEK293 GLP-1R CRE-luciferase, luminescence, 4-6 h; cells express a hypersensitive GLP-1R form; P43220; Potency, µM (titrated, usually from 45.6 µM), for inactives: top-dose activation, hits mostly activators; further: % of control where 0% means no effect
TDP-43 yeast inh: rescues yeast growth from TDP-43 toxicity. TDP-43 expressing yeast growth rescue, BacTiter-Glo, 24 h. Potency, µM (titrated, usually from 46.1 µM), for inactives: at the highest dose growth rescue (activation), actives largely listed as activators. hit rate 1.8% among 410,000. AID 652104; further: % of control where 0% means no effect; nearly all actives have a fitted effect of over 50% in size
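In this qHTS, compounds that restore growth of yeast expressing TDP-43 appear as activators. Cells (OD600=0.02, galactose medium, raffinose-pregrown) are incubated with compound 24 hr at 30 deg C and growth is quantified by BacTiter-Glo.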
The depositor's hits bear a star; ? = inconclusive; / = not tested or not shown; [ ] = another dose, or the depositor's remark. The call rests on the fitted dose curve; in most records, active means well fitted curve in the direction sought with a large enough effect; inconclusive means small, poorly fitted or top-dose-only effect, or another doubt; inactive means no such curve, though single readings can be large; an effect the other way counts as inactive or inconclusive. Potency means the concentration at half of the fitted maximal effect.

Start of the data: the first eleven compounds as a preview:
SMILES	HT1080NT lethal	HEK293 tox	SW480 rereplic	GLP-1R inv ag	KB-3-1 tox	KB-V1 MDR tox	HT1080 IDH1KD tx	GLP1R ag	TDP-43 yeast inh
COc1ccc(CCNC(=O)CSc2c[nH]c3ccccc23)cc1OC	0%	-13%	-5%	17%	-5%	-11%	-1%	-4%	0%
CC(NC(=O)C1CCN(Cc2ccccc2)CC1)c1cccc2ccccc12 (centres undefined)	?	0%	/	?	0%	-1%	?	5%	15%
Cc1ccc(C2CC(c3ccccc3)=NN2C(=O)CSc2nnc(-c3ccc(Cl)cc3)o2)o1 (centres undefined)	16%	5%	2%	24%	-15%	-28%	13%	1%	-24%
CCC(CC)C(=O)Nc1nnc(CCc2ccccc2)s1	9%	-18%	-6%	?	7%	?	1%	0%	25%
O=C(c1ccc(F)cc1)C1CCN(C(=O)c2ccccc2)CC1	3%	10%	-17%	-12%	-14%	-2%	2%	-5%	?
Cc1ccc(C)c(N2CCN(C(=O)C3CCN(c4nc5ccc(C)cc5[nH]4)CC3)CC2)c1	/	-15%	/	?	-10%	-4%	/	/	17%
CCC(=NNC(=O)c1cccc(S(=O)(=O)N2CCOCC2)c1)c1ccccc1	4%	-2%	-3%	-5%	-9%	-1%	5%	-5%	24%
COc1ccccc1NS(=O)(=O)c1cc(NC(=O)c2cnccn2)ccc1N1CCOCC1	3%	-16%	-8%	75%[activator]	?	?	-9%	8%	-2%
COc1ccc(Cl)cc1-n1c(N)c(C(N)=O)sc1=S	5%	3%	1%	0%	19%	-3%	-2%	0%	-21%
CCn1c(SCC(=O)N/N=C/C=C\c2ccccc2[N+](=O)[O-])nnc1-c1ccccc1	-14%	-7%	11%	2%	?	?	?	15%	22%
COc1ccc(S(=O)(=O)CC(O)CN2CCCC2=O)cc1 (centres undefined)	-3%	3%	-2%	0%	4%	0%	-5%	-4%	-14%

The list itself, repeating the preview:
SMILES	HT1080NT lethal	HEK293 tox	SW480 rereplic	GLP-1R inv ag	KB-3-1 tox	KB-V1 MDR tox	HT1080 IDH1KD tx	GLP1R ag	TDP-43 yeast inh
COc1ccc(CCNC(=O)CSc2c[nH]c3ccccc23)cc1OC	0%	-13%	-5%	17%	-5%	-11%	-1%	-4%	0%
CC(NC(=O)C1CCN(Cc2ccccc2)CC1)c1cccc2ccccc12 (centres undefined)	?	0%	/	?	0%	-1%	?	5%	15%
Cc1ccc(C2CC(c3ccccc3)=NN2C(=O)CSc2nnc(-c3ccc(Cl)cc3)o2)o1 (centres undefined)	16%	5%	2%	24%	-15%	-28%	13%	1%	-24%
CCC(CC)C(=O)Nc1nnc(CCc2ccccc2)s1	9%	-18%	-6%	?	7%	?	1%	0%	25%
O=C(c1ccc(F)cc1)C1CCN(C(=O)c2ccccc2)CC1	3%	10%	-17%	-12%	-14%	-2%	2%	-5%	?
Cc1ccc(C)c(N2CCN(C(=O)C3CCN(c4nc5ccc(C)cc5[nH]4)CC3)CC2)c1	/	-15%	/	?	-10%	-4%	/	/	17%
CCC(=NNC(=O)c1cccc(S(=O)(=O)N2CCOCC2)c1)c1ccccc1	4%	-2%	-3%	-5%	-9%	-1%	5%	-5%	24%
COc1ccccc1NS(=O)(=O)c1cc(NC(=O)c2cnccn2)ccc1N1CCOCC1	3%	-16%	-8%	75%[activator]	?	?	-9%	8%	-2%
COc1ccc(Cl)cc1-n1c(N)c(C(N)=O)sc1=S	5%	3%	1%	0%	19%	-3%	-2%	0%	-21%
CCn1c(SCC(=O)N/N=C/C=C\c2ccccc2[N+](=O)[O-])nnc1-c1ccccc1	-14%	-7%	11%	2%	?	?	?	15%	22%
COc1ccc(S(=O)(=O)CC(O)CN2CCCC2=O)cc1 (centres undefined)	-3%	3%	-2%	0%	4%	0%	-5%	-4%	-14%
CCOC(=O)N1C2=NC(C(=O)OC)=C(C(=O)OC)[C@@H]3N(C)c4ccc(OC)cc4[C@]23C[C@H]1C(=O)OC	3%	-2%	-8%	13%	5%	-1%	4%	0%	?
Cc1ccc(NC(=O)Cn2nc([N+](=O)[O-])c(Br)c2C)cc1C	?	10%	-9%	?	29%	-22%	-11%	2%	-6%
Cc1nnc(NC(=O)CCNC(=O)c2ccccc2Cl)s1	5%	8%	-2%	6%	?	6%	18%	-1%	-9%
OCCCNc1ncnc2c1ncn2[C@H]1CN(C2CCCC2)C[C@@H](CO)O1	23%	7%	/	16%	0%	6%	-9%	5%	5%
COc1cc(CC2C(=O)OCC2C(=O)c2ccc3c(c2)OCO3)cc(OC)c1OC (centres undefined)	14%	7%	0%	14%	8%	?	15%	-1%	-11%
COc1ccc(CCNC(=O)CCNS(=O)(=O)c2cccc3nonc23)cc1OC	0%	-6%	0%	9%	0%	-4%	17%	-3%	-22%
CC1(C(=O)O)CCC(C(=O)Nc2ccccc2O)C1(C)C (centres undefined)	2%	0%	-5%	-9%	-2%	-13%	-1%	1%	3%
O=C(CN1C2CCC1CC(NC(=O)NC1CCCCC1)C2)NC1CC1 (centres undefined)	-4%	2%	4%	-11%	-9%	7%	-7%	21%	10%
COC(=O)[C@]1(C)N[C@H](CN(C)S(=O)(=O)c2ccccc2)[C@@H]2C(=O)N(C)C(=O)[C@@H]21	11%	1%	-4%	16%	0%	19%	8%	7%	14%
CCCOC(=O)CCc1n[nH]c(=O)[nH]c1=O	15%	-1%	2%	2%	3%	18%	4%	-2%	2%
COc1cc(NC(=S)NCCc2ccc(S(N)(=O)=O)cc2)c(OC)cc1Cl	6%	-4%	0%	7%	-1%	-7%	0%	-4%	0%
Cc1cc(C)cc(N2C(=O)N(Cc3cc(=O)n4ccccc4n3)c3ccccc3S2(=O)=O)c1	/	-22%	/	?	7%	-24%	/	/	4%[9.22 µM]
Cc1cccc(C)c1NC(=O)CN(c1ccccn1)S(=O)(=O)c1ccc(F)cc1	4%	-8%	6%	-8%	?	10%	-4%	2%	-32%[inhibitor][0.397 µM]
COc1cc(/C=N/NC(=O)c2ccncc2)ccc1OC(=O)c1ccccc1Cl	3%	-13%	-14%	-1%	?	7%	-6%	-1%	1%
CCC1=C(OC(=O)N(CC)CC)N2C(=O)OC(=NCc3ccccc3)[C@]2(C)[C@H]2C1=CC[C@H]1C(=O)N(CC)C(=O)[C@H]12	14%	7%	-45%[inhibitor][9.22 µM]	7%	6%	0%	6%	6%	0%
Cc1c(C=Nc2ccc(S(=O)(=O)CCO)cc2)c(O)[nH]c(=O)c1C#N	11%	2%	-4%	10%	-8%	?	1%	-3%	-19%
COc1ccccc1-c1c(C)oc2c(CN3CCCC(C)C3)c(O)ccc2c1=O (centres undefined)	13%	1%	1%	2%	-2%	-6%	11%	6%	-30%
CC(Oc1ccc(F)cc1)c1nnc(SCC(=O)N(c2ccccc2)C2CCS(=O)(=O)C2)o1 (centres undefined)	1%	-4%	9%	?	?	?	-8%	4%	-23%
Cc1nc(N/N=C/c2ccc(O)cc2O)cc(N2CCOCC2)n1	?	-5%	?	?	?	?	4.1µM*	21%	9%
NC(=O)NC(=O)COC(=O)CNS(=O)(=O)c1ccc(F)c(F)c1F	18%	-4%	-5%	-4%	9%	6%	22%	-1%	4%
CC(CCc1ccccc1)NC(=O)c1ccccc1C(=O)O (centres undefined)	3%	-1%	-1%	13%	15%	0%	6%	6%	-7%
CCc1ccc(S(=O)(=O)NC(CC(=O)O)c2ccccc2)cc1 (centres undefined)	2%	6%	-1%	6%	0%	11%	5%	-5%	-11%
O=C(N/N=C/c1ccccc1)c1cc(-c2ccc3c(c2)OCO3)n[nH]1	?	-17%	14%	2%	-2%	2%	?	29%	-8%[0.397 µM]
Cc1c(C(=O)N2CCOCC2)sc(NC(=O)c2ccc([N+](=O)[O-])cc2)c1C#N	7%	14%	-1%	10%	-21%	?	15%	-1%	-9%
CCn1ncc(/C=C/C(=O)Nc2c(C)nn(Cc3ccc(Cl)cc3Cl)c2C)c1C	?	?	10µM*	0%	13%	-4%	?	23%	-21%
CCOc1ccc(S(=O)(=O)NCCC(=O)NCc2ccncc2)cc1	1%	6%	-6%	4%	-4%	?	-7%	-12%	1%
C=CCSc1nnc(NC(=O)CCNC(=O)c2ccccc2Cl)s1	0%	-3%	/	-7%	-1%	-10%	-3%	1%	-8%
Cc1ccc(-n2nc3c(=O)n(CC(=O)NCCC(C)C)nc(C)c3c2C)cc1	/	0%	/	17%	-5%	-9%	/	/	18%
O=C(N/N=C\c1ccccc1F)c1ccc(-c2ccccc2)cc1	-2%	-1%	2%	26%	-3%	-7%	2%	-4%	-10%
CCN(CC(=O)Nc1cc(OC)ccc1OC)Cc1nc2ccccc2c(=O)[nH]1	6%	1%[0.307 µM]	1%	-7%[0.307 µM]	4%	?	-2%	13%	7%
Cc1cc(C)n2nc(C(=O)Nc3ccc(S(=O)(=O)N(C)C)cc3)nc2n1	0%	-1%	1%	6%	9%	?	7%	-4%	-15%
CC1CCN(S(=O)(=O)c2ccc(C(=O)Nc3nnc(-c4ccco4)o3)cc2)CC1	-9%	-6%	?	-35%	?	?	-20%	-29%	9%
COc1ccc(N(CC(=O)NCc2ccc3c(c2)OCO3)S(=O)(=O)c2c(C)nn(C)c2C)cc1	6%	-20%	-2%	4%	20%	0%	0%	7%	31%
CCn1cnc2c1c(=O)n(CC(=O)N1CCc3ccccc31)c(=O)n2Cc1ccccc1	-8%	-7%	3%	0%	11%	?	-14%	-12%	1%
CC1(C)CC(=O)C2=C(C1)NC(=O)CC2c1cc2c(cc1Br)OCO2 (centres undefined)	-5%	12%	16%	-28%	-2%	?	-1%	5%	11%
